Screens deposited in PubChem BioAssay by several laboratories.
Granule exo inh: blocks lytic granule exocytosis. TALL-104 LAMP-1 surface exposure, flow cytometry; cells stimulated with thapsigargin and PMA. inhibition, % at 10 µM. actives 0.66% (n = 360,000). AID 651702;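 active means inhibition above about 55%, limit read from the data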
hiPSC survival: enhancers of human iPSC single-cell survival | hiPSC single-cell survival, ATPlite luminescence; 100% = ROCK inhibitor wells, 0% = DMSO | survival enhancement, % at 20 µM | actives 0.044% (n = 360,000); in the data active means survival enhancement above about 18%;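 further: cells exposed to compounds for 16 hours before the ATP read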
ABCB6 inh 2: inhibitors of human ABC transporter ABCB6. actives 0.19% (n = 360,000). K562-ABCB6 porphyrin accumulation, flow cytometry, 1 h; stronger effect = lower value. fluorescence ratio to DMSO, % at 10 µM. AID 602162;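 active means fluorescence ratio to DMSO below 75%, the collection mean minus 3 SD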;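 further: signal is porphyrin accumulated inside mitochondria; 100% equals median channel fluorescence of DMSO control wells; lower ratio means ABCB6 inhibition with less porphyrin fluorescence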
aDG glyco act: increases alpha dystroglycan glycosylation | Pro5-aDG cells, alpha-DG glycosylation AlphaScreen (IIH6); 0% Pro5, 100% B10-LARGE cell signal | AID 624168 | actives 0.22% (n = 360,000) | activation, % at 10 µM;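 active means activation of at least 8% versus controls, or a plate z-score of at least 8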;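 further: Pro5 are CHO cells carrying HIG-tagged alpha-DG that lacks glycosylation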
MC4R antagonist: antagonists of human melanocortin 4 receptor (MC4R) | P32245 | MC4R-expressing cells, MTII-stimulated cAMP, LANCE TR-FRET | inhibition, % at 6.5 µM | actives 0.48% (n = 360,000) | AID 540295;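 active means inhibition above its plate's cutoff, the mean of tested wells on that plate plus 3 SD, cut at about 29% in these data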;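 further: 0% = Melanotan II alone and 100% = Melanotan II plus saturating MCL0020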
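material = U2OS cells stably expressing human melanocortin 4 receptor (MC4R) | also added = Melanotan II challenge | dosing = single nominal compound dose of 6.5 µM | detection = TR-FRET with Eu-cAMP and labeled anti-cAMP, 671 nm | replication = singlicate | timing = compound 30 min, challenge 1 h, detection 1 h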
HTR2A ag: activates the mouse 5-HT2A serotonin receptor; P35363; CHO-K1 mHTR2A beta-arrestin complementation, luminescence; percent of 30 µM serotonin response; activation, % at 7.6 µM; actives 0.66% (n = 360,000);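 active means activation above a run cutoff, the mean activation of all tested compounds plus 3 SD, cut at about 14% in these data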;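 further: 0% = plate median of compound wells and 100% = 30 µM serotonin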
MC4R ag barr: agonists of human melanocortin 4 receptor (MC4R) beta-arrestin | U2OS MC4R beta-arrestin complementation, luminescence; percent of melanotan II response, DMSO zero | activation, % at 8.9 µM | actives 0.98% (n = 360,000);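 active means activation above a per-plate cutoff, the mean activation of sample wells on that plate plus 3 SD, cut at about 8% in these data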
Glyco luc inh: N-linked glycosylation inhibition; actives 0.23% (n = 360,000); reporter increase, % at 12.5 µM; D54 ERlucT glycosylation luciferase reporter, 24 h; percent of 100 nM tunicamycin response;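 active means mean luciferase reporter signal, scaled so untreated is 0 and the glycosylation-blocking control 100, at or above a set limit in every replicate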;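 further: luciferase carries N-glycosylation sites so blocking glycosylation raises the light; 0% = median of neutral control wells and 100% = median of 100 nM tunicamycin wells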
ABHD5-PLIN5 inh: blocks binding of human ABHD5 to perilipin-5. Split G. princeps luciferase complementation, luminescence, 4 h. Q00G26+Q8WTS1. AID 602281. inhibition, % at 4 µM. actives 0.78% (n = 360,000);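 active means inhibition above the mean inhibition across every tested compound plus 3 SD, cut at about 22% in these data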;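 further: 0% = DMSO only wells and the 100% control is not disclosed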
H9c2 protect: protects H9c2 cardiomyocytes from peroxide injury; AID 588492; actives 0.63% (n = 360,000); H2O2 injury protection, ATPLite, 2 h; protection from H2O2 cell death, % at 20 µM;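 active means compounds giving at least 50% protection of heart cells from peroxide-induced death in the single-dose screen, raw or plate-pattern-corrected value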;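 further: 0% = DMSO wells with peroxide and 100% = DMSO wells without peroxide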
* hit, by the source's call; · = not tested or not shown.

SMILES	Granule exo inh	hiPSC survival	ABCB6 inh 2	aDG glyco act	MC4R antagonist	HTR2A ag	MC4R ag barr	Glyco luc inh	ABHD5-PLIN5 inh	H9c2 protect
COc1ccc(-c2ccc(C(=O)O)c(=O)[nH]2)cc1	-1.9	0.3	109.0	2.1	0.6	11.9	0.4	0.7	-2.6	1.0
COc1cccc(OCCOc2cccc(/C=N/n3cnnc3)c2)c1	0.1	-4.2	94.0	-0.2	-11.7	-4.8	-1.9	-1.2	0.1	-2.6
COCCNC(=S)N1CCN(c2cccc(C(F)(F)F)c2)CC1	-2.5	1.3	94.0	-0.1	5.8	-3.4	0.6	3.6	-2.6	-1.0
S=c1nc(-c2ccccc2Cl)n(Cc2cccnc2)c2c1CCCC2	-2.1	0.8	105.0	-0.2	7.0	-0.3	-0.1	0.4	0.3	2.1
CCOC(=O)c1cnc(-n2nc(C)cc2C)nc1NNc1nc(C)cc(C)n1	1.5	-0.5	98.0	-0.1	5.7	-2.1	-1.1	3.1	4.2	15.4
Cn1c(Cn2c(C(F)(F)F)nc3ccccc32)nc2ccccc21	-0.7	6.3	100.0	0.1	3.3	3.7	1.1	1.2	-1.8	1.8
CCOc1cc(C2C(C(=O)OC)=CN(C3CCCC3)C=C2C(=O)OC)cc(Br)c1O	0.2	-2.7	94.0	0.3	13.9	-1.1	4.1	-1.6	-9.2	0.2
COc1ccc(OCC(=O)Nc2ccc(S(=O)(=O)N3CCOCC3)cc2)cc1	0.4	-0.6	77.0	-0.3	3.0	-3.6	-2.9	0.0	-8.2	0.5
CC(C)C[C@H](NC(=O)OC(C)(C)C)C(=O)N1CCC(C(=O)O)CC1	-2.5	3.3	92.0	0.3	-9.1	1.1	-1.3	-0.4	-3.3	-3.0
CSCCC(N=CC1=C(O)CC(C)(C)CC1=O)C(=O)O (stereo unspecified)	-1.5	1.5	96.0	0.2	8.0	2.3	1.0	1.1	2.7	-3.9
COc1cc2c(cc1OC)C(C)N(C(=O)Cn1ncc3c1-c1cc(C)ccc1OC3)CC2 (stereo unspecified)	2.8	0.4	98.0	0.5	-1.5	1.6	-1.2	-8.6	-1.8	3.7
CC(C)(C)c1cc(Cl)c(O)c(NC(=S)NC(=O)c2cccnc2)c1	-2.1	0.7	107.0	1.7	-2.0	-0.8	-3.0	-2.2	-0.4	10.1

Record cards, as listed above. Order of screens: Granule exo inh	hiPSC survival	ABCB6 inh 2	aDG glyco act	MC4R antagonist	HTR2A ag	MC4R ag barr	Glyco luc inh	ABHD5-PLIN5 inh	H9c2 protect
COc1cccc(OCCOc2cccc(/C=N/n3cnnc3)c2)c1 is entered as 0.1	-4.2	94.0	-0.2	-11.7	-4.8	-1.9	-1.2	0.1	-2.6
Cn1c(Cn2c(C(F)(F)F)nc3ccccc32)nc2ccccc21 is entered as -0.7	6.3	100.0	0.1	3.3	3.7	1.1	1.2	-1.8	1.8
CC(C)(C)c1cc(Cl)c(O)c(NC(=S)NC(=O)c2cccnc2)c1 is entered as -2.1	0.7	107.0	1.7	-2.0	-0.8	-3.0	-2.2	-0.4	10.1
CC(C)C[C@H](NC(=O)OC(C)(C)C)C(=O)N1CCC(C(=O)O)CC1 is entered as -2.5	3.3	92.0	0.3	-9.1	1.1	-1.3	-0.4	-3.3	-3.0
CSCCC(N=CC1=C(O)CC(C)(C)CC1=O)C(=O)O (stereo unspecified) is entered as -1.5	1.5	96.0	0.2	8.0	2.3	1.0	1.1	2.7	-3.9

Following part
SMILES	Granule exo inh	hiPSC survival	ABCB6 inh 2	aDG glyco act	MC4R antagonist	HTR2A ag	MC4R ag barr	Glyco luc inh	ABHD5-PLIN5 inh	H9c2 protect
CC1=[N+](C)N(c2ccccc2)C(=O)C1N=Cc1c(Cl)cccc1Cl (stereo unspecified)	0.9	-0.8	101.0	0.0	-1.9	8.0	-1.3	4.2	-5.6	-1.5
COCCNC(=O)c1csc2c1CCCC2	3.6	3.0	98.0	0.0	5.3	-0.2	-2.4	1.0	-2.9	2.5
CC(C)n1c(=O)[nH]c2ccccc21	-4.9	0.2	82.0	-0.2	1.6	-5.9	-0.8	2.1	-0.1	-1.2
CCOC(=O)/C(C#N)=C/c1ccc(-c2ccsc2C(=O)OC)o1	-5.2	-2.8	103.0	-0.2	-5.1	-0.1	-1.0	-1.5	2.6	-8.3
CC(c1ccccc1)C1CC(=O)N(CC(=O)O)C1=O (stereo unspecified)	-1.0	-0.4	99.0	-0.3	6.6	-1.1	1.0	0.1	-0.4	-1.3
O=c1[nH]c(CN2CCN(c3ccc(O)cc3)CC2)nc2scc(-c3ccc(Cl)cc3)c12	7.9	-0.6	98.0	0.2	-7.6	-0.8	-2.5	10.0	6.5	-11.6
CCC(C)Sc1nc(C)nc2c1c(=O)n(C)c(=O)n2C (stereo unspecified)	7.6	-0.9	102.0	-0.1	6.8	-0.2	6.7	-0.5	8.1	0.6
Cc1ccccc1NC(=O)COc1cccc2c1CCNC2=O	-3.0	0.5	100.0	0.2	3.8	-8.2	-1.6	-0.2	-9.2	70.7*
CCOC(=O)c1c(CN(CC)CC)n(C)c2cc(Br)c(O)cc12	-1.9	0.5	98.0	0.0	-2.9	-1.7	-2.6	-0.4	-4.3	-8.6
Cc1ccc(F)c([C@H]2[C@H]3C=CC[C@@H](C)[C@@H]3C(=O)N2Cc2ccccc2)c1	26.0	-0.9	96.0	0.0	0.3	4.3	4.0	2.3	-3.5	-5.1
CCC1(c2ccc(F)cc2)NC(=O)N(CC(=O)Nc2cccc(S(=O)(=O)N3CCOCC3)c2)C1=O (stereo unspecified)	5.4	3.3	103.0	-0.1	9.4	2.6	1.3	1.5	2.2	0.3
NC(=O)C1CCN(C(=O)COc2ccc3c4c(c(=O)oc3c2)CCCC4)CC1	3.1	-3.1	101.0	0.0	3.2	-1.5	-0.7	2.4	-0.2	7.0
O=C1Nc2ccc(F)cc2C12Nc1ccccc1-c1nnc(SCc3ccccc3)nc1O2 (stereo unspecified)	3.3	-3.4	96.0	0.2	17.3	-5.4	0.2	2.5	-3.6	-3.9
COc1cc2[nH]c(=S)n(CCCN3CCOCC3)c(=O)c2cc1OC	-3.0	-0.6	98.0	0.0	-3.0	9.3	1.6	1.5	6.5	7.3
CN(C(=O)c1ccc(Cl)c(S(=O)(=O)N2CCOCC2)c1)c1ccccc1C(=O)O	-3.0	1.7	85.0	0.0	-0.7	3.2	-0.7	1.7	-6.0	1.9
C[C@H](CO)N1C[C@H](C)[C@@H](CN(C)S(C)(=O)=O)Oc2c(NC(=O)Cc3ccccc3)cccc2C1=O	-0.8	-2.1	86.0	-0.2	-1.5	-2.5	-0.1	-2.4	-9.9	0.8
Cc1ccc(N(CC(=O)NCc2ccncc2)S(C)(=O)=O)cc1Cl	-0.2	0.4	93.0	1.0	0.9	11.2	-0.3	1.5	3.5	1.6
Nc1cc(C(F)(F)F)ccc1Nc1ccccc1	-1.5	-2.0	93.0	-0.2	-3.2	-3.7	1.8	2.9	-3.2	-13.9
CCN(c1ccccc1)S(=O)(=O)c1ccc2[nH]cc(C(=O)NCCOC)c(=O)c2c1	-1.7	-1.1	99.0	0.7	9.4	-2.2	-1.6	3.2	-0.9	10.2
O=C(Nc1cccc(-c2nnn(CC(=O)N3CCc4ccccc4C3)n2)c1)C1CCC1	-2.8	-0.9	96.0	0.1	12.2	-4.6	0.1	-1.8	2.9	4.2
c1ccc(CCc2nc(-c3ccc(-n4cccc4)cc3)no2)cc1	-5.8	-1.2	100.0	-0.1	-7.4	0.6	-0.5	-0.1	-2.9	-4.5
COc1ccc(-c2nc(N)n(C(=O)c3ccccc3Cl)n2)cc1	-1.4	1.0	104.0	0.1	3.9	-0.9	-1.2	7.5	-2.5	1.6
CC[C@@]1(C(=O)OC)N[C@H](CN(C)C(=O)NC(C)C)[C@@H]2C(=O)N(C)C(=O)[C@@H]21	0.2	4.9	97.0	-0.1	13.4	-0.3	-1.9	0.7	2.2	5.9
CCC(=O)Nc1ccc(C(=O)CSc2nc3ccc(C)cc3[nH]2)cc1	-5.7	-1.5	92.0	0.0	-10.0	1.1	-1.2	-1.0	1.2	0.3
CCOC(=O)Nc1ccc2c(c1)N(C(=O)N1CCN(C)CC1)c1ccccc1CC2	-1.0	-0.2	100.0	2.1	2.6	-5.2	-1.5	-0.6	1.9	-2.4
Cc1ccc(C)c(NC(=S)N2CCC(c3nc4ccccc4s3)CC2)c1	21.0	3.7	95.0	0.1	-3.2	0.7	-3.0	0.6	-3.3	2.8
COC(=O)[C@@]1(Sc2ccc(C)cc2)CC(=O)N(C(=O)c2ccccc2)[C@@H]1c1ccccc1	-3.6	-0.4	100.0	0.1	·	-0.2	·	·	2.9	·
CCCCN(CC)C(=O)c1cccc(Cl)c1	-4.1	3.6	92.0	0.1	2.8	-2.1	-2.6	-0.2	-9.0	-6.2
CCOc1ccc(/C=N/NC(=O)c2cc(-c3cccn3C)n[nH]2)cc1	3.8	1.1	94.0	0.5	4.9	-0.7	4.1	-2.4	-0.1	2.7
CC(C)(C)OC(=O)NC(Cc1ccccc1)C(=O)O (stereo unspecified)	-2.5	-0.3	94.0	0.0	19.2	-4.2	3.4	2.8	5.7	3.6
COc1cccc(/C=C/C(=O)c2c(O)cc(C)oc2=O)c1O	-2.0	-1.1	86.0	0.5	10.7	4.9	-1.5	-3.9	6.2	10.2
CCC(=O)NNc1nc2c(C)c(C)ccc2s1	-1.3	-1.1	94.0	-0.2	8.4	2.3	-1.7	2.2	3.2	6.4
Cc1ccc2cc(CCNC(=O)c3ccc4c(c3)OCO4)c(=O)[nH]c2c1	-7.2	1.3	104.0	0.4	-1.0	5.3	-1.8	-0.1	-5.3	-8.5
O=C(CS(=O)(=O)c1ccccc1)NCc1ccc(Cl)cc1	0.6	0.0	99.0	-0.4	4.0	7.1	-3.0	0.9	4.0	2.3
Cc1ccc(S(=O)(=O)N2CCC(C(=O)NC3CCCCCC3)CC2)cc1	-1.1	-0.8	90.0	-0.1	1.4	2.4	1.2	-4.7	-3.1	-4.6
CN(C)CCNc1nc2c(c(=O)[nH]c(=O)n2C)n1CC(O)COc1ccc(Cl)cc1Cl (stereo unspecified)	0.3	1.8	108.0	-0.4	15.4	2.8	-0.8	-0.7	5.7	19.9
Cc1ccc2c(COC(=O)C34CC5CC(CC(C5)C3)C4)cc(=O)oc2c1	-2.8	-2.5	100.0	-0.1	9.3	3.2	1.3	2.1	-1.7	-5.8
CC(C)(C)C(=O)N1CCN(c2ccc(NC(=O)c3ccc([N+](=O)[O-])o3)cc2)CC1	-13.9	-0.4	99.0	-0.2	-21.0	-5.7	-2.1	-14.1	7.3	-27.2
COc1ccc(S(=O)(=O)Nc2ccc(-c3ccc4nncn4n3)cc2)c(OC)c1	0.0	3.3	102.0	-0.2	6.5	0.1	-2.4	5.1	-12.5	29.7
Cc1nc2nc[nH]n2c(=O)c1CCOC(=O)c1c(F)cccc1F	-2.4	-2.6	104.0	-0.2	10.6	-0.6	-1.6	-0.3	-11.3	-3.3

Random draw from the library. Share with any hit: about 4.5%.
